FUS yeast rescue = suppressors of FUS proteinopathy in yeast | Potency, µM (doses to about 76.6 µM), for the others: at the highest dose growth rescue (activation), actives largely listed as activators | 0.24% of 390,000 active | S. cerevisiae FUS-expressing, growth rescue, OD600, 24 h;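 further: potency means the concentration at half of the fitted maximal effect; plate controls were DMSO vehicle for no effect and reference control for full effect; nearly all actives have a fitted effect of over 55% in size; some results filed as inactive show a strong effect at the top dose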
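Restored growth of FUS-toxic S. cerevisiae, read as 600 nm absorbance after 24 h at 30C in galactose medium (starting OD 0.005). Controls CP55940 and DMSO.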
HEK293 tox = cytotoxic in the GLP-1 receptor inverse agonist counter-screen | HEK293 cAMP-luciferase reporter cells, luminescence, 24 h | Potency, µM (top dose mostly 38.3 µM), for inactives: top-dose activity change, negative = inhibition, hits mostly inhibitors | 0.13% of 410,000 active;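 further: loss of luciferase light is scored as toxicity; potency means the concentration at half of the fitted maximal effect; on the % scale 0 is the no-effect control and ±100 the full control effect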
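MLSMR compounds, 24 hr on cells at 37 deg C/5% CO2; luminescence after luciferase reagent (12 min RT). Inhibition counted as the undesired cytotoxic outcome.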
aSyn rescue = inhibitors of alpha-synuclein toxicity in yeast; Yeast expressing alpha-synuclein, growth rescue, BacTiter-Glo, 24 h; Potency, µM (series often up to 46.1 µM), for inactives: at the top dose growth rescue (activation), usual class: activators; 0.14% of 370,000 active; AID 652106; further: potency means the concentration at half of the fitted maximal effect; % of control where 0% means no effect; nearly all actives have a fitted effect of over 65% in size
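Screening used galactose-induced yeast with toxic alpha-synuclein levels, exposed to compound for 24 hr at 30 deg C. Cell growth, read with BacTiter-Glo luminescence, gave the measured signal.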
Akt phos inh = Akt phosphorylation inhibition; Neuro2A IGF-stimulated pAkt S473 HTRF, 20 min; active compounds read low; activity change, % for hits at 50 µM; 0.32% of 360,000 active; in the data active means activity change below about -80%; inconclusive means mostly about -51% to -80%; further: on the % scale 0 is the no-effect control and ±100 the full control effect
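Neuro2A cells in DMEM with 0.5% FBS, overnight at 37 deg C, given compound at single 50 µM final, then IGF (6 nM final) for 20 min at 37 deg C. Lysed; phospho-Akt Ser473 by HTRF after 24 h, 665/615 ratio.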
TDP-43 yeast inh = rescues yeast growth from TDP-43 toxicity. 1.8% of 410,000 active. Potency, µM (doses to about 46.1 µM), without a hit: at the highest dose growth rescue (activation), usual class: activators. TDP-43 expressing yeast growth rescue, BacTiter-Glo, 24 h; further: potency means the concentration at half of the fitted maximal effect; % of control where 0% means no effect; nearly all actives have a fitted effect of over 50% in size
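Luminescence from BacTiter-Glo reports growth of TDP-43-expressing yeast after 24 hr at 30 deg C with compound. Cells were raffinose-pregrown to mid-log, then seeded in galactose medium at OD600=0.02.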
Abeta yeast res = compounds reversing amyloid beta toxicity in yeast. yeast expressing A-beta42, growth rescue, OD600, 48 h; response scale: 0% DMSO, 100% iron-clioquinol control. Potency, µM (titrated, usually from 46.1 µM), without a hit: at the top dose growth rescue, most hits filed as activators. 0.063% of 410,000 active; further: potency means the concentration at half of the fitted maximal effect; nearly all actives have a fitted effect of over 55% in size
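Yeast growth medium received pinned compounds, then yeast cells expressing toxic A-beta were added; plates incubated at 30 C for 48 hr. Growth read as absorbance at 600 nm, normalized to DMSO and equimolar FeCl3 plus clioquinol controls.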
GLP1R inv ag = acts as inverse agonist at human GLP-1 receptor. Potency, µM (titrated, usually from 38.3 µM), inactives show at the top dose activity change, negative = inhibition, most hits filed as inhibitors. 1.6% of 410,000 active. P43220. HEK293 GLP-1R CRE-luciferase, luminescence, 24 h; GLP-1R form is constitutively active; further: potency means the concentration at half of the fitted maximal effect; on the % scale 0 is the no-effect control and ±100 the full control effect; nearly all actives have a fitted effect of over 55% in size
Target sequence (P43220 whole entry, looked up): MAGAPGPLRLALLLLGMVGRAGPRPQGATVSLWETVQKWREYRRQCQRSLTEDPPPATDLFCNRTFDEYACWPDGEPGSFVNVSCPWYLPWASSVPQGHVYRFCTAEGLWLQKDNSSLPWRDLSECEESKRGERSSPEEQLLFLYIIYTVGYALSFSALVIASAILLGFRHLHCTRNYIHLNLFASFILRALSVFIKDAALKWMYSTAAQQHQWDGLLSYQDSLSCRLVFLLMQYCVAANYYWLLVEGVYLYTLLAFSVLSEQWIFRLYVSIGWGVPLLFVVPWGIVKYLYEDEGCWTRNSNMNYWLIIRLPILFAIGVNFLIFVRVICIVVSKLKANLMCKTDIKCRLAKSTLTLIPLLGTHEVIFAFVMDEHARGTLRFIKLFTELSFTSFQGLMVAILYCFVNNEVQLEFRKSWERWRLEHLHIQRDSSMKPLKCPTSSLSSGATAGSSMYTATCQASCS
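Cells are plated, allowed 12 hours at 37 deg C, then treated with compounds for 24 hr before luciferase detection reagent is added and luminescence is read after 12 min at room temperature. The HEK293 line carries constitutively active GLP-1R with a cAMP-responsive reporter.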
MmCpn inh = blocks the Methanococcus maripaludis chaperonin Mm-Cpn; purified Mm-Cpn ATPase, ADP Transcreener TR-FRET; 0.031% of 330,000 active; Potency, µM (series often up to 76.9 µM), for the others: top-dose activity, negative = inhibition, usual class: inhibitors; further: potency means the concentration at half of the fitted maximal effect; on the % scale 0 is the no-effect control and ±100 the full control effect; nearly all actives have a fitted effect of over 80% in size
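Eu-cryptate anti-ADP/ADP-d2 competition gives a ratio inversely related to ADP. Enzyme at 25 nM was pre-exposed to compound for 10 min, then given 10 uM ATP for 30 min, 37°C throughout.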
PTHR1 agonist = PTHR1 (human) receptor agonism | Q03431 | HEK293 GP2 PTHR1 cells, GloSensor cAMP luminescence, 1 h | Potency, µM (series often up to 115 µM), inactives show at the top dose activation, hits mostly activators | 0.075% of 410,000 active | AID 743266; further: potency means the concentration at half of the fitted maximal effect; nearly all actives have a fitted effect of over 55% in size; some results filed as inactive show a strong effect at the top dose; inactives centre near -15; many of its hits are not listed in these tables
Target sequence (Q03431 whole entry, looked up): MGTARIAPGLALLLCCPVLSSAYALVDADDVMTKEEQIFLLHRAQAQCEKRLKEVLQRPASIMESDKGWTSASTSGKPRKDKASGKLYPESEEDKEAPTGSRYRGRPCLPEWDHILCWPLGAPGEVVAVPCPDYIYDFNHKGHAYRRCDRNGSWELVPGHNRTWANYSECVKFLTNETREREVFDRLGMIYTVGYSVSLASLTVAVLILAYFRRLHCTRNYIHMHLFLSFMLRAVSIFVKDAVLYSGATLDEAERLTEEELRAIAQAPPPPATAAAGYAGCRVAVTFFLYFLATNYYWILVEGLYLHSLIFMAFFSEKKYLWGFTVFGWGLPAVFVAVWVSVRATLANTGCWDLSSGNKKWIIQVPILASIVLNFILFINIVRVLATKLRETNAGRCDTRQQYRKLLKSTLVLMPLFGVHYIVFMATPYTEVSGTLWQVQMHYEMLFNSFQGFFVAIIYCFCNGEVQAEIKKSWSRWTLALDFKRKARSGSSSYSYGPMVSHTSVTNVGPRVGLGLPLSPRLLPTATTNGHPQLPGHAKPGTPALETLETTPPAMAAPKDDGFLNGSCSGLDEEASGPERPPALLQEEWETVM
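HEK-293-derived GP2 cells expressing PTHR1 and a GloSensor cAMP reporter, 3,000/well, plated overnight, given luciferin plus IBMX (each 0.5 mM as added) for 1 h at 37 °C, then compound for 1 h at 37 °C. Luminescence was read after 15 min at room temperature.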
* = called active by the depositor; i = inactive; ? = inconclusive; . = no result given; [ ] = another dose, or the depositor's remark. Unless noted, the call rests on the fitted dose curve; in most records, active means well fitted curve in the direction sought with a large enough effect; inconclusive means small, poorly fitted or top-dose-only effect, or another doubt; inactive means no such curve, though single readings can be large; an effect the other way counts as inactive or inconclusive. An excerpt; count on the stated rates, not on these rows.

SMILES	FUS yeast rescue	HEK293 tox	aSyn rescue	Akt phos inh	TDP-43 yeast inh	Abeta yeast res	GLP1R inv ag	MmCpn inh	PTHR1 agonist
C/C(=N\NC(=O)COc1ccccc1[N+](=O)[O-])c1cccc(NC(=O)c2ccncc2)c1	14%	?	0%	i	10%	-15%	-25%	-2%	-17%
Cc1cccc(Cn2c(N3CCN(C)CC3)nc3c2c(=O)[nH]c(=O)n3C)c1	-11%	6%	4%	i	-17%	5%	2%	-5%	i
CCOc1ccc(S(=O)(=O)N2CCN(C(=O)c3ccccc3Cc3ccccc3)CC2)cc1	-18%	-10%	17%	i	0%	8%	18%	1%	-18%
O=C(COc1ccc(Br)cc1)NCCNC(=O)c1ccncc1	.	10%	-4%	i	-6%	2%	13%	-5%	i
Cc1nn(-c2ccccc2)c(N)c1C(c1ccc(C(C)C)cc1)c1c(C)nn(-c2ccccc2)c1N	.	3%	-9%	i	27%	9%	0%	0%	-9%
Cc1ccc(Nc2nc(N)c([N+](=O)[O-])c(NCc3ccco3)n2)cc1C	.	?	15%	i	20%	-4%	?	-3%	-1%
Cc1ccccc1NC(=O)CNc1ccccc1C(=O)NCc1ccco1	17%	-1%	8%	i	?	0%	-15%	-1%	i
Cc1cc(N2CCCCC2C)nc(-c2ccccc2O)n1 (stereo not drawn)	0%	-1%	-8%	i	-3%	-8%	11µM*	-3%	i
CCOc1ccc(NC(=O)[C@H](Cc2ccccc2)NC(=O)C2CCNCC2)cc1	10%	2%	-10%	i	-16%	2%	-23%	?	?
O=C(Cn1c(NCCCO)nc2ccccc21)c1ccc(Br)cc1	39%	9%	0%	i	-2%	-2%	?	1%	0%
CCC(=O)N1c2ccc(S(=O)(=O)CCC(=O)Nc3nccs3)cc2CC1C (stereo not drawn)	3%	-14%	-3%	i	-14%	-4%	-9%	-2%	i
Cc1ccc(C(=O)NCCNS(=O)(=O)c2ccccc2[N+](=O)[O-])cc1	10%	1%	0%	i	-3%	7%	20%	-1%	-3%
CCCN1CCN(c2ncnc3sc(C(=O)Nc4ccc(OC(F)(F)F)cc4)c(C)c23)CC1	33%	-5%	.	.	-7%	-7%	10µM*	.	i
COc1ccc(C2C(C#N)=C(N)N(N(C)C)C3=C2C(=O)CCC3)cc1 (stereo not drawn)	-11%	-13%	-9%	i	1%	3%	10%	0%	-1%
O=C(C1CCN(S(=O)(=O)c2ccccc2)CC1)N(CCc1ccccc1)Cc1ccco1	26%	?	12%	i	20%	12%	?	0%	-10%
Cc1cccc(C)c1NC(=O)c1c(C)nn(-c2ccccc2)c1Cl	21%	16%	17%	i	9%	12%	0%	-2%	i
CCOC(=O)CNC(=O)CSc1nc(Cc2cccs2)nc2ccccc12	?	6%	5%	i	-24%	-15%	21%	-7%	-2%[57.5 µM]
CC(C)CCN1C(=O)c2ccc(C(=O)NCC3CCCO3)cc2C1=O (stereo not drawn)	19%	10%	?	i	22%	-3%	8%	-1%	-7%
Cc1ccc(S(=O)(=O)NC[C@H]2O[C@@H](n3ccc(N)nc3=O)[C@H](O)[C@@H]2O)s1	-5%	2%	-1%	i	12%	-11%	7%	.	0%
Nc1c(N(CCC2=CCCCC2)C(=O)COc2ccc(F)cc2Cl)c(=O)[nH]c(=O)n1Cc1ccccc1	-13%	-18%	5%	i	22%	4%	-36%	.	-25%
COCCNC(=O)NC(=O)CN1C(=O)NC(Cc2c[nH]c3ccccc23)C1=O (stereo not drawn)	8%	0%	0%	i	2%	-2%	13%	1%	1%
CC(=O)Nc1ccccc1OC(C)C(=O)N1CC(C)CC(C)C1 (stereo not drawn)	3%	-5%	4%	i	-2%	-29%	7%	0%	-7%
CSCCC(=O)N1CCCC(CO)(CCCc2ccccc2)C1 (stereo not drawn)	-3%	2%	3%	i	17%	8%	-14%	-2%	i
O=C(Nc1nc(-c2ccccc2)cs1)c1ccccc1F	-8%	-7%	-2%	i	?	?	-1%	1%	-28%
COc1ccccc1N1CCN(C(=O)c2cc(-c3ccc(C)c(F)c3)on2)CC1	-23%	-9%	.	.	35µM*	-7%	10%	.	-25%

Part of the list above, limited to Abeta yeast res and HEK293 tox:
mol	Abeta yeast res	HEK293 tox
C/C(=N\NC(=O)COc1ccccc1[N+](=O)[O-])c1cccc(NC(=O)c2ccncc2)c1	-15%	?
CCOc1ccc(S(=O)(=O)N2CCN(C(=O)c3ccccc3Cc3ccccc3)CC2)cc1	8%	-10%
Cc1cccc(C)c1NC(=O)c1c(C)nn(-c2ccccc2)c1Cl	12%	16%

Following part.
SMILES	FUS yeast rescue	HEK293 tox	aSyn rescue	Akt phos inh	TDP-43 yeast inh	Abeta yeast res	GLP1R inv ag	MmCpn inh	PTHR1 agonist
CC(C)NC(=O)N[C@H]1CC[C@H](CC(=O)NCc2ccc(Oc3ccccc3)cc2)O[C@@H]1CO	-1%	2%	8%	i	9%	-11%	-11%	.	i
CCOC(=O)c1ccccc1NC(=O)COC(=O)CC1CCCCC1	.	-15%	8%	i	18%	2%	?	-2%	-26%
C/C(=N/NC(=O)c1ccc2nc[nH]c2c1)c1cccs1	.	-8%	-4%	i	16%	12%	-16%	1%	-19%
CCn1nnc(NC(=O)Cc2ccc(Cl)cc2)n1	-15%	-7%	-2%	i	-8%	9%	6%	0%	i
O=C(O)C1CCCCN1C(=O)c1ccc(S(=O)(=O)N2CCCC2)cc1 (stereo not drawn)	-7%	-8%	-6%	i	-14%	5%	41%[activator]	0%	-8%
CN1CCC(OC2c3ccccc3CCc3ccccc32)CC1	-12%	2%	7%	i	15%	13%	?	.	i
O=C(Cn1cc2c(n1)CCCC2)N1CCCC1	-29%	-9%	-4%	i	7%	-1%	19%	?	-8%
O=C(COc1ccccc1Cl)NNC(=O)c1cc(S(=O)(=O)N2CCOCC2)ccc1N1CCCC1	-1%	-1%	-1%	i	-14%	2%	8%	1%	-4%
COC(=O)c1ccc(NC(=O)C[n+]2ccccc2)cc1	23%	?	-2%	i	-11%	4%	-18%	0%	i
CSc1nsc(SCc2cnc(C)nc2N)n1	15%	-8%	-13%	.	-12%	-6%	0%	2%	4%[57.5 µM]
CCn1ccnc1CN1CCc2c([nH]c3ccccc23)C1C1CCCCC1 (stereo not drawn)	16%	-11%[7.66 µM]	5%	i	0%[9.22 µM]	1%	-14%[7.66 µM]	4%	i
O=C(Cn1cnc2ccccc2c1=O)NCCC(=O)N1CCN(Cc2ccccc2)CC1	9%	-2%	-8%	i	-13%	4%	-6%	0%	i
C#CC(C)OC(=O)C(C)NC(=O)c1ccccc1 (stereo not drawn)	-14%	17%	-4%	i	-4%	-6%	16%	3%	7%
Cc1ccc(N2CCN(C(=O)N3CCCC3)CC2)cc1Cl	27%	-20%	-6%	i	5%	-12%	-8%	0%	-10%
CCOc1ccc(NC(=O)CN2C(=O)NC(C)(c3ccc4c(c3)OCCCO4)C2=O)cc1OCC (stereo not drawn)	29%	1%	3%[1.84 µM]	i	1%	-3%	8%	.	-2%
CCc1nn(CC(=O)N2CCN(c3cccc(C)c3C)CC2)c(=O)c2cc3occc3n12	1%	7%	.	.	-18%	-18%	16%	.	11%
CN1CCCC(OC(=O)COc2ccc(Br)cc2)C1 (stereo not drawn)	-15%	-8%	-8%	i	-7%	14%	12%	1%	i
Cc1ccccc1OCCn1cc(C=O)c2ccccc21	18%	-3%	4%	i	?	42%	?	2%	-52%[inhibitor]
O=C(N/N=C/c1ccccn1)c1cccnc1	-6%	6%	-2%	i	10%	-2%	6%	0%	i
COc1cc(/C=c2\s/c(=C(/C#N)C(=O)N3CCCC3)n(-c3ccccc3)c2=O)ccc1O	-11%	-7%	-10%	i	-8%	-6%	4%	-3%	i
Cc1ccc(Sc2c(C)nn(-c3ccccc3)c2OC(=O)CC(C)C)cc1	-2%	0%	.	.	?	-28%	-29%	.	-9%
O=C(NCCC(c1ccccc1)c1ccccc1)c1ccc(Br)o1	27%	24%	-1%	i	24%	-23%	?	1%	-5%[57.5 µM]
Cc1cccc(C)c1NS(=O)(=O)c1ccc(OCCNS(C)(=O)=O)cc1	1%	-9%	-1%	i	-13%	10%	-3%	0%	-3%
O=[N+]([O-])c1ccc(N2CCN(Cc3cccc([N+](=O)[O-])c3)CC2)cc1	-1%	-13%	1%	i	25%	9%	?	-1%	-42%[inhibitor]
Cc1cc(NC(=O)CN2C(=O)CCSc3ccccc32)no1	9%	-1%[7.66 µM]	7%	i	10%	0%	17%[7.66 µM]	-1%	7%
Next part:
SMILES	FUS yeast rescue	HEK293 tox	aSyn rescue	Akt phos inh	TDP-43 yeast inh	Abeta yeast res	GLP1R inv ag	MmCpn inh	PTHR1 agonist
COc1ccccc1OCCSc1nnnn1-c1ccc(C)cc1	23%	10%	-11%	i	26%	0%	?	2%	-53%[inhibitor]
Cc1ccc(CCN2CC(C(=O)NCCCN3CCC(C)CC3)CC2=O)cc1 (stereo not drawn)	22%	-1%	1%	i	?	11%	-26%	-2%	-21%
Cc1ccccc1CN1C(=O)c2ccccc2Sc2ccc(C(=O)NCc3cccs3)cc21	23%	-3%	.	.	3%	-2%	?	.	i
COCCn1c(SCC(=O)N2CCCCCC2)nc2c(c1=O)SCC2	.	-2%	-3%	i	-21%	-9%	-8%	-22%	10%
CCc1ccccc1NC(=O)c1c(NC(=O)c2ccccc2)sc2c1CCCC2	-7%	-19%	.	.	?	-5%	7%	.	-5%
O=C(Nc1ccc(S(=O)(=O)N2CCOCC2)cc1)C1CCCCC1	13%	7%	-1%	i	6%	-5%	-5%	0%	i

High-throughput results deposited in PubChem BioAssay by National Center for Advancing Translational Sciences (NCATS).
